High-throughput results as filed in PubChem BioAssay.
SIAE primary: human SIAE inhibition, primary screen; Q9HAT2; SIAE FP-Rh probe binding, fluorescence polarization; inhibition, % at 9.66 µM; 370,000 compounds, 0.69% hits; AID 1053197;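 active = inhibition above a cutoff: mean of compounds within the control limits plus 3 SD of those, cut at about 17% in these data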;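 note: 0% = plate median of compound wells and 100% = probe without SIAE protein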
TCR CD3 inh: inhibitors of human TCR-CD3 interaction. TAMRA-labeled TCR probe fluorescence, biochemical. inhibition, % at 9.4 µM. 360,000 compounds, 0.37% hits; in the data active = inhibition above about 19%;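 note: recombinant mutant TCR 2C K166C tagged with TAMRA read by polarization; 0% = receptor in buffer alone and 100% = receptor with positive control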
MBD2 inh: inhibitors of human MBD2 binding to methylated oligonucleotide | 370,000 compounds, 0.31% hits | inhibition, % at 4.4 µM | AID 686964 | Q9UBB5 | TR-FRET; in the data active = inhibition above about 13%
Target sequence (Q9UBB5 whole entry, looked up): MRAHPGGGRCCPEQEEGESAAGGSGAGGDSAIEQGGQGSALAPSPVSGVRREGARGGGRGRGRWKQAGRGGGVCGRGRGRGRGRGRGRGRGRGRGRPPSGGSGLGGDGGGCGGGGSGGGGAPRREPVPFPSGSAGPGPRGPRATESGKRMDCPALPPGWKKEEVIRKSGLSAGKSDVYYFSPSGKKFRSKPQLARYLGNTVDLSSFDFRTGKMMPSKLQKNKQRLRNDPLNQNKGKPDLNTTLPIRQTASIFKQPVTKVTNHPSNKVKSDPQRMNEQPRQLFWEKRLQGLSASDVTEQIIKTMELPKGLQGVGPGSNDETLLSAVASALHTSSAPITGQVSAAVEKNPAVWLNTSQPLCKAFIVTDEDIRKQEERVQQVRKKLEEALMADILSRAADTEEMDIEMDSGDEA
Tn6 DDE FP: disrupts Tn6 cyclic peptide binding to fibrin D-Dimer-E complex | 370,000 compounds, 0.21% hits | P02675 | Fibrin DD(E) TRITC-Tn6 fluorescence polarization displacement | inhibition, % at 8.3 µM;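 active = inhibition above a per-campaign cutoff: mean of compounds within control limits plus 3 SD, cut at about 15% in these data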;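 note: 0% = median of all compound wells on the plate and 100% = blocking peptide control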
LEDGF integ inh: blocks HIV-1 LEDGF/p75-dependent DNA integration; AID 743269; 370,000 compounds, 0.64% hits; inhibition, % at 3.7 µM; TR-FRET IN-LEDGF/p75 DNA integration, Eu/Cy5;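 active = inhibition above the screen-wide mean plus 3 SD, cut at about 13% in these data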;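 note: signal is the Cy5 over europium emission ratio at 671 and 618 nm; 0% = plate median of compound wells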
DDE Tn7 FP inh: disrupts Tn7 cyclic peptide binding to fibrin D-Dimer-E complex; inhibition, % at 8.3 µM; 370,000 compounds, 0.13% hits; AID 720508; FP displacement of FITC-Tn7 peptide from fibrin DD(E); 0% = median of compound wells per plate;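 active = inhibition above the mean of compounds falling within the control limits plus 3 SD of them, cut at about 14% in these data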;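 note: 0% = plate median of compound wells and 100% = 10 µM Aha-Tn7 peptide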
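Assay system: Human clot-derived fibrin DD(E) complex | Buffer or medium: Tris/NaCl/CaCl2 buffer, pH 7.8 | Repeats: One replicate per compound | Benchmarks: Aha-Tn7 high control | Measure: % inhibition scaled between sample-field median and high-control FP | Schedule: 10 min plus 3 h, room temperature | Signal: Fluorescence polarization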
proKLK7 act: activators of human kallikrein-7 zymogen. P49862. purified proKLK7, EDANS-DABCYL substrate fluorescence; 100% is mature enzyme control, 0% vehicle. 370,000 compounds, 0.9% hits. activation, % at 7 µM;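 active = activation above the mean of all tested compounds plus 3 SD, computed per campaign excluding outliers beyond control limits, cut at about 13% in these data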
Target sequence (P49862 whole entry, looked up): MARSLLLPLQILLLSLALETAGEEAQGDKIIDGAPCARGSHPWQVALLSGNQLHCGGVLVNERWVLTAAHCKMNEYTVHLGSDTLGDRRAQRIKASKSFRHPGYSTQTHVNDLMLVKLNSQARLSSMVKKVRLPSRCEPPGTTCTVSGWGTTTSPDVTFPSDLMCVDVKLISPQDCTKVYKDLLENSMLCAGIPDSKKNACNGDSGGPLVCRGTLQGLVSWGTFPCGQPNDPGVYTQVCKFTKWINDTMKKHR
PRMT1 inh: blocks human protein arginine methyltransferase 1 | Q99873 | recombinant PRMT1, activity-based probe fluorescence polarization | inhibition, % at 2.79 µM | 370,000 compounds, 1.3% hits | AID 652257;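 active = inhibition above about 21% made by adding two undisclosed values, limit read from the data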
TDP2 absorb: blocks human TDP2 phosphodiesterase activity; recombinant TDP2, T5PNP hydrolysis, p-nitrophenol absorbance 415 nm; inhibition, % at 12.8 µM; 370,000 compounds, 0.34% hits; AID 720702;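 active = inhibition above the mean of all tested compounds plus 3 SD, set per campaign, cut at about 25% in these data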;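 note: 0% = DMSO with enzyme and 100% = buffer with substrate but no TDP2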
Target sequence (O95551 whole entry, looked up): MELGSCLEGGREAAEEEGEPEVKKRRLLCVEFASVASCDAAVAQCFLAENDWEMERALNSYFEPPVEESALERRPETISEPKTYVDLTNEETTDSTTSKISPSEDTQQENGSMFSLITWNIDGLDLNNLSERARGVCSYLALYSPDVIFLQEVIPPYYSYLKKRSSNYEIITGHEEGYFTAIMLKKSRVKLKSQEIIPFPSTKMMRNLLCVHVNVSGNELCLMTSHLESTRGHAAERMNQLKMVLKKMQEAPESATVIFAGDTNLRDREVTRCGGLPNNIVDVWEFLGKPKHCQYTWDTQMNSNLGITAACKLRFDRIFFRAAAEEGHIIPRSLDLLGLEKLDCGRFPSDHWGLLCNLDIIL
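System – recombinant human TDP2 · Amount – 120 nM TDP2 per well · Buffer or medium – Mg2+-containing Tris-HCl buffer, pH 7.5 · Reagent – T5PNP substrate, 5 mM · Dosing – 12.8 µM single point, 1% DMSO · Incubation – 2 h at 37 °C · Measured by – epi absorbance · Read-out basis – percent inhibition · Benchmarks – high control without enzyme, low control DMSO plus TDP2 · Repeats – singlicate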
UHRF1 binding: UHRF1 methyl-DNA binding inhibition | Q96T88 | UHRF1 binding to methylated oligo, TR-FRET | inhibition, % at 4.4 µM | 370,000 compounds, 0.75% hits | AID 687016; in the data active = inhibition above about 21%;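 note: UHRF1 SRA domain binding a hemimethylated CpG hairpin DNA probe; 0% = median of test compound wells and 100% = reference inhibitor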
Numbers without * were called inactive.

SMILES	SIAE primary	TCR CD3 inh	MBD2 inh	Tn6 DDE FP	LEDGF integ inh	DDE Tn7 FP inh	proKLK7 act	PRMT1 inh	TDP2 absorb	UHRF1 binding
CCOC(=O)C(C(=O)OCC)N(C#N)c1nc(OC)nc(N(C)C)n1	9	-2	2	3	0	2	-1.0	-4	11	-2
CN1CCN(C(=O)CN(c2cccc(Br)c2)S(=O)(=O)c2ccccc2)CC1	4	4	4	-6	6	2	0.2	-5	-4	6
Cc1cc(NC(=O)C2C3C(=O)N(CC4CCCO4)C(C(=O)NCc4ccccc4)C34C=CC2(C)O4)no1 (stereo not given)	1	2	4	-2	0	7	0.4	3	-11	2
COC(=O)c1ccc(NC(=O)COc2ccc(N(C)S(=O)(=O)c3ccc(C)cc3)cc2)cc1	15	-2	2	-4	-6	-3	0.2	3	12	0
O=S(=O)(Cc1ccccc1)N1CCN(C/C=C/c2ccccc2)CC1	0	5	3	-4	0	-11	0.9	-2	12	7
NC(=S)N/N=C\c1c(OCc2ccccc2Cl)ccc2ccccc12	-13	-5	-1	2	-2	0	-1.9	-2	7	-1
CC(C)NC(=O)Nc1nnc([C@@H]2C[C@H](O)[C@@H](CO)O2)s1	-1	-1	4	-6	-2	2	0.9	1	5	-1
CCOC(=O)Cn1c(=O)c(-c2ccccc2N)nc2ccccc21	9	-5	-2	2	4	0	0.1	4	4	-2
CCOc1ccc(CN2CCN(Cc3c[nH]c4ccccc34)CC2)cc1	1	3	5	2	0	1	-0.8	3	12	2
Cc1[nH]c2ccccc2c1C(=O)C(C)OC(=O)c1ccc(NC(=O)CC#N)cc1 (stereo not given)	-49	14	-8	-1	2	2	0.2	-2	-7	-3
COCCNC(=O)C1(C)CCCN(C(=O)c2ccc(OC)cc2OC)C1 (stereo not given)	2	3	1	-7	0	0	0.2	-4	-1	-2
CN(C)S(=O)(=O)n1cc(/C=C(\NC(=O)c2ccccc2F)C(=O)NCCCN2CCOCC2)c2ccccc21	-2	6	-4	3	-5	4	0.8	1	-6	0
COC(=O)c1nnn(-c2cc(Cl)cc(Cl)c2)c1C(=O)OC	-1	-6	0	-9	0	-1	-0.2	6	4	0
CCOC(=O)C1CCCN(C(=S)NC(=O)c2cc(Br)ccc2Cl)C1 (stereo not given)	2	-7	3	0	-5	4	0.6	4	3	-1
O=C(NCc1cccs1)C1CCCN1C(=O)Nc1ccc(F)cc1 (stereo not given)	-2	0	-1	0	2	0	0.1	0	-8	3
COc1ccccc1C1c2ccc3ccccc3c2Oc2ncn(CCN(C)C)c(=N)c21 (stereo not given)	4	-5	1	2	-1	1	-0.2	-2	8	-4
O=C(NCCCO)c1cc2ccccc2[nH]1	-4	5	0	10	-2	6	-0.4	0	-7	-2
COc1ccc(/C=N/NC(=O)c2nnn(-c3nonc3N)c2-c2cccs2)cc1OC	-4	-4	7	-10	-7	2	32*	6	-9	4
CCC(=O)Nc1c(C(=O)N2CCCCCC2)cnn1-c1ccc(C)c(C)c1	-6	3	4	-1	-3	4	-0.1	0	-7	3
O=C(NC1CC1)C1=C[C@@H](c2c[nH]c3ccccc23)C[C@@H](OCc2ccc(CO)cc2)O1	1	0	-5	3	3	6	0.2	3	15	0
CCOC(=O)C1=C[C@]2(CC)CCCN3CCc4c(n1c1ccccc41)[C@@H]32	4	-5	-2	-5	-6	5	5.7	-3	3	0
COc1ccc(NC(=O)C2(C)Cc3c(-c4cccc(C(F)(F)F)c4)ccnc3O2)cn1 (stereo not given)	-10	-3	1	-4	5	-7	0.3	-2	-11	3
Cc1ccccc1OCC(=O)Nc1c2c(nn1C(C)(C)C)CS(=O)(=O)C2	3	-5	4	-6	-4	3	0.2	1	6	-2
COc1ccc(N2C(=O)CC(S/C(N)=N/N=C(\C)c3cccs3)C2=O)cc1 (stereo not given)	0	11	2	11	-3	-4	-0.1	-3	-4	5
O=[N+]([O-])c1cc([N+](=O)[O-])c2c(=Nc3ccccc3)n(-c3ccccc3)n(O)c2c1	25*	26*	-6	11	4	1	0.0	7	-10	-5
CCN(CC(=O)Nc1c(F)cccc1F)C(=O)CNC(=O)COc1ccccc1	1	7	-1	0	5	-5	-0.2	2	8	1
CCOC(=O)c1ccccc1NC(=O)c1ccc(N(C)S(C)(=O)=O)cc1	-8	9	3	0	1	2	0.4	0	7	1
COc1ccc(-c2onc3ccc(Cl)cc23)cc1	0	0	-7	-9	-3	7	0.7	30*	-2	-2
COc1cccc(/C=C/C(=O)OCC(=O)c2c(N)n(C)c(=O)n(C)c2=O)c1	7	1	-2	-6	-5	6	5.9	9	3	-2
CCC(=O)N/N=C(\C)CC(=O)Nc1ccc2ccccc2c1	2	3	0	5	-1	7	0.3	-3	0	-2
COc1cccc(C(=O)N/N=c2\oc3c(OC)cccc3cc2C(=O)NCc2ccccc2)c1	-5	-1	1	2	-1	-6	0.0	2	-4	0
CN1CCN(c2ccc(CNC(=O)C3(C)Cc4c(-c5ccc(C(N)=O)cc5)ccnc4O3)cc2)CC1 (stereo not given)	0	0	0	-1	1	7	1.1	-3	-1	-1
O=S(=O)(Cc1ccc(Cl)cc1)NCc1cccnc1	-5	4	0	-5	-4	-3	0.0	-1	-11	0
CCNc1nc(NCC)nc(N2CC(=O)N(CC(=O)OCC)C2=N)n1	0	1	9	1	1	-8	0.2	1	-4	2
CCOc1ccc(C(=O)CSc2nnc(C3CC3)n2C)cc1	5	5	-2	7	-4	3	-0.4	1	-1	-3
O=C(NC1CCCCC1)c1cc(S(=O)(=O)N2CCCCC2)ccc1N1CCOCC1	3	-2	8	-4	1	0	-0.3	-2	-6	3
COc1cc(OC)cc(C(=O)N[C@H](C(=O)OCC(=O)Nc2ccc3c(c2)OCO3)C(C)C)c1	-1	-4	-3	-11	0	-1	0.5	-4	-9	2
Cc1c(CCO)c(=O)[nH]n1S(=O)(=O)c1ccc(F)cc1	0	-2	2	-3	1	0	-0.4	2	-3	2
Cc1ccccc1OCC(=O)Nc1cccc(S(=O)(=O)NC2=NCCC2)c1	9	2	0	6	-3	3	-0.2	-3	12	-2
CC1(C(=O)NS(=O)(=O)C2CC2)CCN(C(=O)c2ccc3c(c2)OCO3)C1 (stereo not given)	16	-4	1	6	-2	2	0.1	-2	10	-1
Nn1c(SCC(=O)N2CCCc3ccccc32)nncc1=O	0	-2	1	-6	-9	-1	0.0	7	-2	-2
c1ccc(Nc2ccccn2)cc1	5	-7	-1	3	-3	3	-0.3	1	-2	1
CCOc1ccc(Nc2cc(Nc3ccccc3OCC)nc(C=C(C#N)C#N)n2)cc1	-2	-4	-3	2	-1	-4	0.3	-1	9	-1
CN(C)CCn1c(N)nc2ccccc21	3	2	4	3	-5	-1	-0.4	3	-1	3
Cc1n[nH]c(=O)c2c(NC(=O)CSc3nn(-c4ccccc4)c(=S)s3)oc(C)c12	-2	-8	-1	0	-6	-2	-0.2	2	-1	1

A draw from above in order of molar mass, low to high:
SMILES	SIAE primary	TCR CD3 inh	MBD2 inh	Tn6 DDE FP	LEDGF integ inh	DDE Tn7 FP inh	proKLK7 act	PRMT1 inh	TDP2 absorb	UHRF1 binding
c1ccc(Nc2ccccn2)cc1	5	-7	-1	3	-3	3	-0.3	1	-2	1
CN(C)CCn1c(N)nc2ccccc21	3	2	4	3	-5	-1	-0.4	3	-1	3
Cc1c(CCO)c(=O)[nH]n1S(=O)(=O)c1ccc(F)cc1	0	-2	2	-3	1	0	-0.4	2	-3	2
CCOc1ccc(C(=O)CSc2nnc(C3CC3)n2C)cc1	5	5	-2	7	-4	3	-0.4	1	-1	-3
CC1(C(=O)NS(=O)(=O)C2CC2)CCN(C(=O)c2ccc3c(c2)OCO3)C1 (stereo not given)	16	-4	1	6	-2	2	0.1	-2	10	-1
Cc1ccccc1OCC(=O)Nc1cccc(S(=O)(=O)NC2=NCCC2)c1	9	2	0	6	-3	3	-0.2	-3	12	-2
O=C(NC1CCCCC1)c1cc(S(=O)(=O)N2CCCCC2)ccc1N1CCOCC1	3	-2	8	-4	1	0	-0.3	-2	-6	3
Cc1n[nH]c(=O)c2c(NC(=O)CSc3nn(-c4ccccc4)c(=S)s3)oc(C)c12	-2	-8	-1	0	-6	-2	-0.2	2	-1	1
COc1cc(OC)cc(C(=O)N[C@H](C(=O)OCC(=O)Nc2ccc3c(c2)OCO3)C(C)C)c1	-1	-4	-3	-11	0	-1	0.5	-4	-9	2
CN1CCN(c2ccc(CNC(=O)C3(C)Cc4c(-c5ccc(C(N)=O)cc5)ccnc4O3)cc2)CC1 (stereo not given)	0	0	0	-1	1	7	1.1	-3	-1	-1

Following part.
SMILES	SIAE primary	TCR CD3 inh	MBD2 inh	Tn6 DDE FP	LEDGF integ inh	DDE Tn7 FP inh	proKLK7 act	PRMT1 inh	TDP2 absorb	UHRF1 binding
Cn1nc(C(=O)Nc2cc(Cl)ccc2N2CCCC2)c2ccccc2c1=O	0	3	-2	1	7	3	0.3	-3	-1	-2
Cc1noc(C)c1NC(=O)N(C)C[C@H]1Oc2c(NC(=O)Nc3ccc(C(F)(F)F)cc3)cccc2C(=O)N([C@H](C)CO)C[C@@H]1C	-1	3	1	7	-2	-1	0.2	-1	-1	-2
O=C(COc1nsnc1N1CCOCC1)Nc1cccc(Cl)c1	0	-1	-1	2	3	2	-0.3	-2	8	1
Cc1cc(NC2CCCCC2)n2c(n1)nc1ccccc12	-1	4	-3	3	1	-2	9.3	-4	13	-3
Cc1ccc2nc(SCC(=O)N/N=C/c3ccco3)cc(C)c2c1	5	6	-2	-5	3	-2	-0.1	0	-5	-2
O=c1[nH]c(O)c(N=Nc2ccc(Cl)c(S(=O)(=O)Nc3ccccc3Cl)c2)c(=O)[nH]1	-8	-4	-4	2	2	3	0.1	-2	-17	2
CCN(CC)C(=O)c1cccc(NC(=O)CCc2nc3sc4c(c3c(=O)[nH]2)CCCC4)c1	0	4	6	1	-2	0	0.8	0	9	3
Cc1cnc(NC(=O)CSc2nnc(-c3ccncc3)n2C2CCCCC2)s1	-5	10	0	1	0	-4	-0.2	1	-2	2
COC(=O)c1ccccc1NC(=O)C1CC(=O)N(c2ccc(C)cc2)C1 (stereo not given)	-4	-5	-1	2	-3	-2	-0.4	-5	8	1
